VHR inh color = blocks the human dual specificity phosphatase VHR1 | P51452 | recombinant VHR phosphatase, colorimetric substrate read-out | inhibition, % at 20 µM | 0.7% of 50,000 active; in the data active means inhibition above about 60%; further: some results filed as inactive read as strong as hits
Target sequence (P51452 whole entry, looked up): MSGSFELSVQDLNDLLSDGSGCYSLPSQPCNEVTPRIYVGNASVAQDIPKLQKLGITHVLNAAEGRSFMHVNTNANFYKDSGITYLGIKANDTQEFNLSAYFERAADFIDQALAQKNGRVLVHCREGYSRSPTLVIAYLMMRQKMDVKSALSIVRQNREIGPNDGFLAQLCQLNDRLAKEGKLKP
* hit, by the source's call. Only part of the results is shown; count on the stated rates, not on these rows.

SMILES | VHR inh color
COc1cccc(N2C(=O)/C(=C/C(C)=C/c3ccccc3)SC2=S)c1 | -7
Cc1cc(C)n(-c2nc3nonc3nc2Nc2cccc(C)c2C)n1 | -31
CCOCP(=O)(COCC)COCC | -24
Cc1ccc(-c2ccc(C=C3C(=O)NC(=S)NC3=O)o2)c(Br)c1 | 22
Cc1ccc(N=Cc2ccc(O)c(O)c2)c(C)c1 | -8
COc1cc(C(=O)n2nc(C)c(Sc3ccccc3[N+](=O)[O-])c2C)cc(OC)c1OC | 2
O=C(O)CCC(=O)Nc1ccc(NC(=O)c2ccc(Cl)cc2Cl)c(Cl)c1 | -15
CC(C)c1ccc(OCC(=O)Nc2ccc(F)cc2)cc1 | -26
COc1ccc(CC(=O)N/N=C/c2ccc(-c3cc(Cl)ccc3C)o2)cc1 | -32
O=C(NCC1CCCO1)c1ccc(C2SCC(=O)N2Cc2ccccc2)cc1 (centres undefined) | 18
C=CCc1cc(/C=C2\C(=O)NC(=O)N(c3ccc(Cl)cc3)C2=O)cc(OC)c1O | -22
COc1ccccc1-c1nnc(-c2sc3cc(Cl)ccc3c2Cl)o1 | -5

2 consecutive compounds from above:
SMILES | VHR inh color
C=CCc1cc(/C=C2\C(=O)NC(=O)N(c3ccc(Cl)cc3)C2=O)cc(OC)c1O | -22
COc1ccccc1-c1nnc(-c2sc3cc(Cl)ccc3c2Cl)o1 | -5

Sorted by length of the SMILES (descending): some entries from above
SMILES | VHR inh color
COc1cc(C(=O)n2nc(C)c(Sc3ccccc3[N+](=O)[O-])c2C)cc(OC)c1OC | 2
COc1ccc(CC(=O)N/N=C/c2ccc(-c3cc(Cl)ccc3C)o2)cc1 | -32
Cc1ccc(-c2ccc(C=C3C(=O)NC(=S)NC3=O)o2)c(Br)c1 | 22
O=C(NCC1CCCO1)c1ccc(C2SCC(=O)N2Cc2ccccc2)cc1 (centres undefined) | 18
Cc1cc(C)n(-c2nc3nonc3nc2Nc2cccc(C)c2C)n1 | -31

Next entries
SMILES | VHR inh color
COc1ccc(C(=O)N2CCN(C(=O)c3ccc([N+](=O)[O-])cc3)CC2)cc1OC | -11
Cc1ccnc(NC(=S)NC(=O)/C=C/c2ccccc2)c1 | -10
O=C(Nc1ccc([N+](=O)[O-])cc1)C(Sc1ccccc1)c1ccccc1 (centres undefined) | -3
COc1ccc(-c2nnc(NC(=O)c3ccc(Cl)cc3)s2)cc1OC | -20
COC(=O)c1cccc(NC(=O)COc2ccc(Br)cc2)c1 | -14
Cc1ccc(C(=O)N/C(=C/c2ccc(Br)cc2)c2nc3ccccc3[nH]2)cc1 | -5
COc1ccc(CN=CC2=C(O)CC(c3ccccc3)CC2=O)cc1 (centres undefined) | 15
COc1ccc(Oc2coc3cc(OCC(=O)O)ccc3c2=O)cc1 | 31
COC(=O)c1c(NC(=O)CN2C(=O)c3ccccc3C2=O)sc2c1C(C(=O)OC)CC2 (centres undefined) | 19
COc1cc(C=C2C(=O)NC(=S)NC2=O)ccc1OC(C)C | 22
O=C(CN(c1ccc(F)cc1)S(=O)(=O)c1ccccc1)Nc1cc(Cl)cc(Cl)c1 | 8
C/C(=N\NC(N)=O)C1CC1(C)C(C)(C)C (centres undefined) | -15
Cc1cc(OCC(=O)Nc2ccc(-c3nc4ccccc4s3)c(O)c2)ccc1Cl | -26
CCOc1ccccc1C(=O)Nc1nc2ccc(C)cc2s1 | -28
C=CCN1C(=O)/C(=C\c2c(OC)ccc3ccccc23)C(=O)NC1=S | 41
Cc1cc(-c2ccc(Cl)cc2)nc2cc(C(=O)O)nn12 | 5
CC(NC(=O)c1ccccc1)c1ccc(Br)cc1 (centres undefined) | -16
COc1ccc(OC)c(Cn2c(O)c(/C=C3\C=CC=N3)c(=O)[nH]c2=O)c1 | 4
O=C1NCCCc2nc(Nc3ccccc3)sc21 | 0
O=S(=O)(NCC(c1ccccc1)N1CCOCC1)c1ccccc1 (centres undefined) | 0
COc1ccc(C(=O)Nc2ccc(S(=O)(=O)Nc3ncccn3)cc2)cc1OC | 12
Cc1no[n+]([O-])c1COc1ccccc1C=C1C(=O)NC(=O)NC1=O | -7
COc1cccc2cc(C(=O)Nc3ccc(C(C)=O)cc3)c(=O)oc12 | -5
COc1cccc(/C=C2/C(=O)NN(c3ccc(C)c(C)c3)C2=O)c1 | 4
O=C(O)c1ccc(NC(=O)c2ccccc2NC(=O)c2cccs2)cc1 | 7
N#C/C(=C/c1ccc(Sc2ccccc2)o1)c1nc2ccccc2[nH]1 | -11
CCC(=O)NC(Nc1ccc(C)cn1)(C(F)(F)F)C(F)(F)F | -15
O=c1c2ccccc2nc(-c2ccco2)n1-c1ccc(Br)cn1 | -18
CCOc1ccccc1-c1cc(C(=O)O)c2ccccc2n1 | -16
O=C(CN1CCOCC1)NCC1COc2ccccc2O1 (centres undefined) | 9
O=C(CCCN1C(=O)c2cccc3cccc(c23)C1=O)NCC1CCCO1 (centres undefined) | -2
CCOC(=O)c1sc(NC(=O)c2ccc(Cl)c(Cl)c2)nc1C | -16
CSc1cccc(NC(=O)Nc2ccc(Cl)cc2)c1 | -8
CCOC(=O)c1c(CC(C)C)csc1NC(=O)C1CC1 | 4
CC1=C(C(=O)Nc2ccccc2)C(c2ccc(F)cc2)N2C(=O)CSC2=N1 (centres undefined) | 3
Cc1[nH]c2ccccc2c1/C=C/c1nc2ccccc2c(=O)n1-c1ccc([N+](=O)[O-])cc1 | 8
CCOc1cc(/C=N/NC(=O)c2ccccn2)ccc1OC(=O)c1cccs1 | -18
COC(=O)C(C)NC(=O)C(c1ccccc1)c1ccccc1 (centres undefined) | -7
O=C(O)C(C(=O)O)C1c2ccccc2Oc2ccccc21 | -8
CCOc1c(Cl)cc(C=C2C(=O)NC(=O)NC2=O)cc1Cl | 0
Cc1cc([N+](=O)[O-])ccc1NC1CCC(c2ccccc2)CC1 (centres undefined) | -21
C/C(=C1/C(=O)N(c2ccc([N+](=O)[O-])cc2)N=C1c1ccccc1)N(C)C | 6
COc1cc(NC(=O)c2cccc(Cl)c2)ccc1NC(=O)c1cc2ccccc2o1 | -12
O=C(/C=C/c1cccs1)N1CCN(C/C=C/c2ccccc2)CC1 | 12
O=C(NCCCO)/C(=C\c1ccco1)NC(=O)c1ccco1 | -7
CC(=O)/C=C/c1ccc(-c2cccc([N+](=O)[O-])c2)o1 | 1
COc1ccc(/C=N/Nc2nc(N3CCCCC3)nc(N3CCCCC3)n2)cc1OC | -17
Cc1cccc(CSCc2nnc(NC(=O)Nc3cccc(Cl)c3)s2)c1 | 8
CCN(CC)C(=O)c1sc(NC(=O)c2ccc(Cl)cc2)c(C#N)c1C | -16
Nc1ccc(S(=O)(=O)Nc2nccc(/C=C/c3ccc(F)cc3)n2)cc1 | 4
Cc1ccc(-c2cc(C(F)(F)F)n3nc(C(=O)N4CCCc5ccccc54)cc3n2)cc1 | 7
Cc1ccc(NCCC(=O)c2cccc([N+](=O)[O-])c2)c(C)c1 | -1
CCOc1ccc2nc(Nc3nc(O)c(C)c(=O)[nH]3)nc(C)c2c1 | -16
O=C(Nc1cc(NC(=O)C(F)(F)F)cc([N+](=O)[O-])c1)C(F)(F)F | -9
O=C(Nc1ccc(Cl)c(Cl)c1)c1cnn2c1NC(c1ccc(Br)cc1)CC2C(F)(F)F (centres undefined) | -10
O=C(/C=C/c1ccc(Cl)cc1Cl)Nc1ccc2c(c1)OCO2 | -35
CC1CCN(C(=O)c2ccc(S(=O)(=O)N3CCOCC3)cc2)CC1 | -37
COc1ccc(CN2CCN(C3CCN(Cc4ccccc4)CC3)CC2)c(OC)c1 | 15
CCC(CO)N=CC1=C(O)C(C(=O)c2ccccc2)CCC1=O (centres undefined) | -6
COCCNC(=O)CN(c1cc(Cl)ccc1OC)S(=O)(=O)c1ccc(C)c([N+](=O)[O-])c1 | -8
Carrying on.
SMILES | VHR inh color
N#C/C(=N/Nc1ccccc1F)C(=N)N1CCOCC1 | -4
COC(=O)c1ccccc1N1C(=O)c2ccc(C(=O)O)cc2C1=O | -13
O=C(Nc1ccc(I)cc1)C1CC=CCC1C(=O)OCC(Cl)=C(Cl)Cl (centres undefined) | -7
CN(C1=NC(=O)S/C1=C\c1ccc([N+](=O)[O-])cc1)c1ccc(O)cc1 | 19
COc1ccc(/C=c2\sc3nc(-c4ccccc4)nn3c2=O)cc1 | -15
Cc1ccc(NS(=O)(=O)c2cccs2)cc1C | -26
Oc1ccc(Nc2nc3ccccc3nc2Nc2ccc(O)cc2)cc1 | 15
Nc1ccc(Cl)cc1-n1nc(-c2ccc(F)cc2)c2ccccc2c1=O | -16
O=C(CSc1nc2ccc(N3C(=O)c4ccccc4C3=O)cc2s1)NCCOc1ccccc1 | -17
CCOC(=O)c1c(NC(=O)COc2cc(C)ccc2C(C)C)sc(C(C)=O)c1C | -24
O=C(CCN1C(=O)/C(=C\c2cccs2)SC1=S)Nc1cc(Cl)ccc1O | 3
CCOC(=O)C1=C(C)N(CC)C(=O)NC1c1ccccc1Cl (centres undefined) | -26
Cc1cc(C)c2c(c1)NC(c1ccc([N+](=O)[O-])cc1)C1CC=CC21 (centres undefined) | 32
Cc1cccc(N2C(=O)/C(=C3/C(=O)N(C)c4ccccc43)SC2=S)c1C | 20
COc1cc(/C=C2\SC(=S)N(CC(=O)O)C2=O)cc(OC)c1OC | -2
COc1ccc(OC)c(/C=N/n2c(C)nc3ccccc3c2=O)c1 | -10
COc1cc(C2Nc3ccccc3NC3=C2C(=O)CCC3)ccc1O (centres undefined) | -3
CCOC(=O)C1=C(C)N=c2s/c(=C\c3cn(C)c4ccccc34)c(=O)n2C1c1cccs1 (centres undefined) | -15
C/C(=N/N=C1/c2ccccc2C(=O)C1C(=O)C(c1ccccc1)c1ccccc1)c1cccs1 (centres undefined) | -16
CCOC(=O)C(=CNc1cc(Cl)c(Cl)cc1Cl)C(=O)OCC | -9
O=c1[nH]c2ccc(Br)cc2c(-c2ccccc2)c1C1=NNC(c2ccc([N+](=O)[O-])cc2)C1 (centres undefined) | 72
Cc1ccc(-n2ncnc2-c2ccc(Br)cc2)cc1Cl | -4
O=C(Nc1ccc(S(=O)(=O)c2ccc(NC(=O)C(F)(F)F)cc2)cc1)C(F)(F)F | -12
Cn1ncc(Cl)c1C(=O)N(C(=O)c1c(Cl)cnn1C)c1ccccc1C(F)(F)F | 36
Cn1c(=O)c2c(nc3cc(-c4ccccc4)cc(-c4ccccc4)n32)n(C)c1=O | -2
O=C(O)CCCN1C(=O)C(=O)/C(=C(/O)c2ccccc2)C1c1cccc(F)c1 (centres undefined) | -5
O=C(CN1CCN(C(c2ccccc2)c2ccccc2)CC1)Nc1ccc(F)cc1 | -25
COc1ccc(/C(C)=N\N=C2/NC(=O)C(Cc3ccc(C)cc3)S2)cc1 (centres undefined) | -13
COc1ccc(NC(=O)CN(c2ccc(C)cc2)S(=O)(=O)c2ccc(OC)c(OC)c2)c(OC)c1 | -27
Cc1nc(-c2ccccc2)nc(N/N=C/c2ccccc2[N+](=O)[O-])c1C | -20
O=c1cnnc(N/N=C\c2c(Cl)cccc2Cl)[nH]1 | -10
O=C(NN=C1CCCC1)c1ccc(O)cc1 | 10
O=C(COc1ccc2ccccc2c1)Nc1ccc(N2CCOCC2)c(Cl)c1 | -7
CC(C)CC(=O)NC(C(Cl)(Cl)Cl)S(=O)(=O)c1ccccc1 (centres undefined) | -2
COCc1ccc(C(=O)Nc2ccccc2C(=O)O)o1 | 14
COc1ccc(/C=C2/C(C)=C(C#N)c3nc(N)c(C#N)c(C)c32)c(OC)c1 | 2

Reprinted at random: 5 records from the list, in no set order.
SMILES | VHR inh color
Cn1c(=O)c2c(nc3cc(-c4ccccc4)cc(-c4ccccc4)n32)n(C)c1=O | -2
O=C(NN=C1CCCC1)c1ccc(O)cc1 | 10
COCc1ccc(C(=O)Nc2ccccc2C(=O)O)o1 | 14
O=c1cnnc(N/N=C\c2c(Cl)cccc2Cl)[nH]1 | -10
Cc1nc(-c2ccccc2)nc(N/N=C/c2ccccc2[N+](=O)[O-])c1C | -20

Other results
SMILES | VHR inh color
CCC1CCc2c(sc(NC(=O)c3ccc(Br)o3)c2C(=O)OC)C1 (centres undefined) | -14
NC(=S)N/N=C(\c1ccccc1)C12CC3CC(CC(C3)C1)C2 | -10
CC(=O)Nc1cc(-c2ccc(Cl)cc2)nn1-c1ccccc1 | 4
O=C1NC(=O)N(c2ccccc2)C(=O)/C1=C\c1ccc(-c2ccc([N+](=O)[O-])cc2Cl)o1 | 5
CCOC(=O)c1c(NC(=O)COc2ccc(Cl)cc2)sc(C(=O)N2CCCCC2)c1C | -5
O=C(Nc1nc(-c2ccc(F)cc2F)cs1)c1c(F)cccc1F | -4
Cc1cccc(/C(N)=N/OC(=O)c2cccc(Br)c2)c1 | -3
Cc1cc(NC(=O)c2ccccc2I)ccc1NC(=O)c1ccccc1 | -45
CCOc1ccc(N/C(C)=C/C(=S)Nc2ccccc2)cc1 | 3
COc1cc(/C=N/n2cnnc2)ccc1OCc1cccc2ccccc12 | -4
Cc1ccc(S(=O)(=O)Nc2ccc(S(=O)(=O)N3CCOCC3)cc2)cc1[N+](=O)[O-] | 15
O=C(N/N=C/c1cccc([N+](=O)[O-])c1)c1cc(-c2ccc(Cl)cc2)n[nH]1 | -13

Single entries from the entries so far.
In VHR inh color, Cc1[nH]c2ccccc2c1/C=C/c1nc2ccccc2c(=O)n1-c1ccc([N+](=O)[O-])cc1 has the entry 8
In VHR inh color, O=c1[nH]c2ccc(Br)cc2c(-c2ccccc2)c1C1=NNC(c2ccc([N+](=O)[O-])cc2)C1 (centres undefined) has the entry 72
In VHR inh color, O=C(O)CCC(=O)Nc1ccc(NC(=O)c2ccc(Cl)cc2Cl)c(Cl)c1 has the entry -15

The listing continues.
SMILES | VHR inh color
C#Cc1cccc(NC(=O)c2cccc(N3C(=O)c4ccc(Oc5cccc([N+](=O)[O-])c5)cc4C3=O)c2)c1 | -13
CCOc1ccc(N2C(=O)NC(=O)/C(=C\c3ccc(OCc4cccc(C(=O)O)c4)cc3)C2=O)cc1 | -21
CC(C)(C)C(=O)NNC(=O)C(=O)N1CCOCC1 | -27
Cc1ccc(-c2nnc3ccc4ccccc4n23)cc1 | -5
CCCCCC(=O)N1c2ccccc2NC2=C(C(=O)CC(c3ccc(OC)cc3)C2)C1c1ccco1 (centres undefined) | -4
CCOC(=O)c1c(C)nc2cc(C)ccn12 | -16

Screening results: PubChem BioAssay, Sanford-Burnham Center for Chemical Genomics
